High-throughput results: PubChem BioAssay, several laboratories
HRas wt GTP: modulators of GTP binding to human HRas wildtype | P01112 | GST-Ras wt beads, Bodipy-FL-GTP binding, flow cytometry; actives lie on both sides | GTP binding activity, % at 10 µM | 0.14% of 190,000 active | AID 759;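 active = GTP binding activity at least 20% away from the 100% baseline, either lowered as inhibitor or raised as activator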;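 also: 0% = unlabeled GTP competition control and 100% = no-compound control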
Target sequence (P01112 whole entry, looked up): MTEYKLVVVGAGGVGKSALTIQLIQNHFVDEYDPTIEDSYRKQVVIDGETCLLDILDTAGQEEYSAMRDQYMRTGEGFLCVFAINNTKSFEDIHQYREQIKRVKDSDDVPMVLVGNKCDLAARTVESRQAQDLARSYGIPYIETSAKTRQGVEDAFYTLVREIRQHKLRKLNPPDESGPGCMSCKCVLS
Avidin bead fluor: avidin bead compound fluorescence profile. Avidin beads, compound fluorescence 488/530 nm, flow cytometry; stronger effect = higher value. fluorescence (KMESF) at 10 µM. 0.38% of 220,000 active; in the data active = fluorescence above about 47; also: inactives centre near 10
Rac1 act GTP bind: human Rac1 activated mutant GTP binding change; 0.11% of 190,000 active; P63000; GST-Rac1 activated beads, fluorescent GTP binding, flow cytometry; actives lie on both sides; 100% means binding = to untreated wells; percent activity (GTP binding), % at 10 µM; AID 764;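 active = GTP binding at least 20 percentage points away from the 100% baseline, in either direction, so actives lie on both sides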
Rab7 wt GTP bind: dog Rab7 wildtype GTP binding, inhibitors and activators; 0.055% of 190,000 active; GTP binding activity (percent of control), % at 10 µM; GST-Rab7 beads, fluorescent GTP binding, flow cytometry; actives lie on both sides; untreated = 100%, excess cold GTP = 0%;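 active = fluorescent GTP binding to Rab7 beads changed by at least 20 points from the 100% baseline, either direction, mostly lower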;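 also: median green fluorescence of bound Bodipy-FL-GTP per Rab7 bead population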
Mcl1 Noxa PPI: Mcl-1/Noxa interaction inhibition. Q07820. TR-FRET Mcl-1/Noxa peptide binding, 2 h. inhibition, % at 21.7 µM. 1.5% of 220,000 active. AID 1022;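 active = compounds that cut the protein-peptide binding signal by more than 50% relative to plate controls in a single-dose test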;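 also: His-tagged Mcl-1 with rhodamine Noxa BH3 peptide and terbium anti-His antibody; 0% = Mcl-1 plus Noxa peptide wells and 100% = peptide-only wells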
Target sequence (Q07820 whole entry, looked up): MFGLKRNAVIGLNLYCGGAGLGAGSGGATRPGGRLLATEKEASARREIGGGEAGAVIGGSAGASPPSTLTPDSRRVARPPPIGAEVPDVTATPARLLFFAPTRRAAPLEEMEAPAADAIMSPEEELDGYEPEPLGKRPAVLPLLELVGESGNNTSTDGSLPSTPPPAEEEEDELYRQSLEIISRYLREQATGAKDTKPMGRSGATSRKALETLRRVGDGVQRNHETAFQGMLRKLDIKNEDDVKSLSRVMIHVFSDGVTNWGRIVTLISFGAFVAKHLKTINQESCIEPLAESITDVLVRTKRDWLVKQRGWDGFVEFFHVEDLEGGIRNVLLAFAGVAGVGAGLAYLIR
Bim-Mcl-1: disrupts Bim peptide binding to human Mcl-1; AID 1009; inhibition, % at 10 µM; Q07820; Bead-based flow cytometry, Bim peptide-Mcl-1 binding; 0.1% of 190,000 active; in the data active = inhibition above about 40%;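 also: 0% = no compound tracer wells and 100% = peptide blocker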
Pf gametocyte: P. falciparum stage V gametocyte viability inhibition. P. falciparum stage V gametocytes, ATP luminescence, 24 h. inhibition, % at 10.9 µM. 0.065% of 150,000 active. AID 743093;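 active = inhibition above the mean plus 3 SD of compounds within the control limits, set per campaign, cut at about 38% in these data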;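 also: 0% = DMSO wells and 100% = medium only without gametocytes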
Rab2 wt GTP: changes GTP binding to wildtype dog Rab2A, up or down; GST-Rab2 wt beads, Bodipy-GTP binding, flow cytometry; 0.19% of 190,000 active; GTP binding activity, % at 10 µM;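 active = GTP binding activity at least 20 points away from 100%, either lowered or raised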;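 also: 0% = beads with excess unlabeled GTP and 100% = no-compound control corrected for plate trend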
Mcl1-Bid inh: Mcl-1/Bid interaction inhibition. Q07820. TR-FRET Mcl-1/Bid-Dy647 peptide binding, 1536-well. inhibition, % at 21.7 µM. 0.97% of 220,000 active;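 active = compounds that cut the binding signal by more than half at the single screening dose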;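 also: His-tagged Mcl-1 with europium anti-His antibody binding Bid BH3 peptide; 0% = Mcl-1 plus peptide wells and 100% = peptide-only wells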
Cdc42 wt GTP: human Cdc42 wildtype GTP binding change, either direction. P60953. GST-Cdc42 beads, Bodipy-GTP binding, flow cytometry; actives lie on both sides. percent activity (GTP binding), % at 10 µM. 0.2% of 190,000 active. AID 761;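 active = percent activity GTP binding at least 20 points away from the 100% baseline, either down as inhibitor or up as activator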;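 also: median bead fluorescence of bound Bodipy-FL-GTP at 100 nM; 0% = excess unlabeled GTP control and 100% = no compound control; below 100% means less GTP binding so inhibitor and above means activator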
Target sequence (P60953 whole entry, looked up): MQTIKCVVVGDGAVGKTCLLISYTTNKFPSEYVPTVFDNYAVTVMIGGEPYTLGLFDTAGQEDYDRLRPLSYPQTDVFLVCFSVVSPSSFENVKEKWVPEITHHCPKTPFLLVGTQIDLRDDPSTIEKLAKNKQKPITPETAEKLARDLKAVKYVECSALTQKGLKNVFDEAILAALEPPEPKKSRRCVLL
Rac1 wt GTP bind: alters GTP binding to wildtype human Rac1; P63000; GST-Rac1 beads, fluorescent GTP binding, flow cytometry; actives lie on both sides; 0 = cold GTP competed, 100 = untreated; GTP binding activity (% of control), % at 10 µM; 0.27% of 190,000 active; AID 757;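 active = GTP binding activity at least 20 points away from the 100% control level, either lower or higher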
The depositor's hits bear a star; x = no result given.

Letter code: A = HRas wt GTP; B = Avidin bead fluor; C = Rac1 act GTP bind; D = Rab7 wt GTP bind; E = Mcl1 Noxa PPI; F = Bim-Mcl-1; G = Pf gametocyte; H = Rab2 wt GTP; I = Mcl1-Bid inh; J = Cdc42 wt GTP; K = Rac1 wt GTP bind
CC(CCc1ccccc1)NC(C)C(O)c1ccc(O)cc1 (configuration not stated)
  A: 99 | B: 7 | C: 100 | D: 100 | E: -29 | F: 0 | G: x | H: 99 | I: -15 | J: 104 | K: 104
CCN(CC)CCCN=Cc1c(O)n(CCc2ccc(OC)c(OC)c2)c(=O)[nH]c1=O
  A: 100 | B: 19 | C: 98 | D: 99 | E: 13 | F: -1 | G: 7 | H: 99 | I: -25 | J: 101 | K: 101
NC(=O)CSP(=O)(c1ccccc1)c1ccccc1
  A: 98 | B: 5 | C: 99 | D: 96 | E: 6 | F: -2 | G: 13 | H: 98 | I: -4 | J: 102 | K: 100
C=Cn1ccnc1P(=S)(c1c(C)nn(-c2ccccc2)c1C)c1nccn1C=C
  A: 97 | B: 5 | C: 98 | D: 96 | E: -4 | F: -5 | G: -2 | H: 97 | I: -10 | J: 101 | K: 101
CCN(CC)C1=NC(=[N+](CC)CC)c2ccccc21
  A: 105 | B: 7 | C: 102 | D: 103 | E: -30 | F: 0 | G: 1 | H: 105 | I: -17 | J: 105 | K: 103
OCC12COC3c4ccccc4C(OC1)N32 (configuration not stated)
  A: 100 | B: 14 | C: 98 | D: 102 | E: -1 | F: 0 | G: 14 | H: 102 | I: -1 | J: 103 | K: 103
O=C(Nc1ccncc1)c1cccn(Cc2ccccc2)c1=O
  A: 95 | B: 18 | C: 95 | D: 95 | E: 8 | F: 1 | G: 8 | H: 92 | I: -15 | J: 95 | K: 98
CC(c1ccccc1)n1cncc1C(=O)O (configuration not stated)
  A: 98 | B: 20 | C: 96 | D: 98 | E: 19 | F: 0 | G: x | H: 97 | I: 13 | J: 99 | K: 102
CN1CCN(CCOC2c3ccccc3CSc3ccc(Cl)cc32)CC1 (configuration not stated)
  A: 101 | B: 12 | C: 103 | D: 102 | E: 45 | F: -2 | G: -8 | H: 103 | I: 4 | J: 103 | K: 105
CCc1ccc(NC(=O)C(C)OC(=O)c2c(C)nn(Cc3ccccc3)c2Cl)cc1 (configuration not stated)
  A: 98 | B: 6 | C: 98 | D: 98 | E: 21 | F: 0 | G: 11 | H: 97 | I: -9 | J: 101 | K: 101
CC12CCC(=O)C=C1CCC1C2CCC2(C)C(O)CCC12 (configuration not stated)
  A: 96 | B: 19 | C: 95 | D: 98 | E: -1 | F: 0 | G: x | H: 97 | I: -5 | J: 93 | K: 92
CCOP(=O)(OCC)C(NC(=O)c1cccc2ccccc12)C(Cl)(Cl)Cl (configuration not stated)
  A: 102 | B: 10 | C: 102 | D: 102 | E: 6 | F: -4 | G: -49 | H: 102 | I: -18 | J: 99 | K: 106
CC1NCCC2(O)CCCCC12 (configuration not stated)
  A: 94 | B: 7 | C: 97 | D: 95 | E: 5 | F: 2 | G: x | H: 95 | I: -1 | J: 95 | K: 98
CSc1ncc(/C=C2/C(=O)NC(=O)N(C)C2=O)cn1
  A: 98 | B: 14 | C: 91 | D: 100 | E: 8 | F: -3 | G: -4 | H: 97 | I: -33 | J: 98 | K: 94
CCCC(C)C(=O)NC1CCSC1=O (configuration not stated)
  A: 100 | B: 15 | C: 101 | D: 99 | E: 2 | F: 0 | G: -19 | H: 105 | I: -3 | J: 103 | K: 101

One compound at a time, from the list above:
Listed for CCN(CC)CCCN=Cc1c(O)n(CCc2ccc(OC)c(OC)c2)c(=O)[nH]c1=O → HRas wt GTP: 100; Avidin bead fluor: 19; Rac1 act GTP bind: 98; Rab7 wt GTP bind: 99; Mcl1 Noxa PPI: 13; Bim-Mcl-1: -1; Pf gametocyte: 7; Rab2 wt GTP: 99; Mcl1-Bid inh: -25; Cdc42 wt GTP: 101; Rac1 wt GTP bind: 101
Listed for CCc1ccc(NC(=O)C(C)OC(=O)c2c(C)nn(Cc3ccccc3)c2Cl)cc1 (configuration not stated) → HRas wt GTP: 98; Avidin bead fluor: 6; Rac1 act GTP bind: 98; Rab7 wt GTP bind: 98; Mcl1 Noxa PPI: 21; Bim-Mcl-1: 0; Pf gametocyte: 11; Rab2 wt GTP: 97; Mcl1-Bid inh: -9; Cdc42 wt GTP: 101; Rac1 wt GTP bind: 101
Listed for CC1NCCC2(O)CCCCC12 (configuration not stated) → HRas wt GTP: 94; Avidin bead fluor: 7; Rac1 act GTP bind: 97; Rab7 wt GTP bind: 95; Mcl1 Noxa PPI: 5; Bim-Mcl-1: 2; Pf gametocyte: x; Rab2 wt GTP: 95; Mcl1-Bid inh: -1; Cdc42 wt GTP: 95; Rac1 wt GTP bind: 98

In a second layout: results already given
| smiles | HRas wt GTP | Avidin bead fluor | Rac1 act GTP bind | Rab7 wt GTP bind | Mcl1 Noxa PPI | Bim-Mcl-1 | Pf gametocyte | Rab2 wt GTP | Mcl1-Bid inh | Cdc42 wt GTP | Rac1 wt GTP bind |
| --- | --- | --- | --- | --- | --- | --- | --- | --- | --- | --- | --- |
| OCC12COC3c4ccccc4C(OC1)N32 (configuration not stated) | 100 | 14 | 98 | 102 | -1 | 0 | 14 | 102 | -1 | 103 | 103 |
| CCN(CC)C1=NC(=[N+](CC)CC)c2ccccc21 | 105 | 7 | 102 | 103 | -30 | 0 | 1 | 105 | -17 | 105 | 103 |

(listing goes on)
Letter code: A = HRas wt GTP; B = Avidin bead fluor; C = Rac1 act GTP bind; D = Rab7 wt GTP bind; E = Mcl1 Noxa PPI; F = Bim-Mcl-1; G = Pf gametocyte; H = Rab2 wt GTP; I = Mcl1-Bid inh; J = Cdc42 wt GTP; K = Rac1 wt GTP bind
CC(=NCCCO)c1c(O)n(Cc2ccccc2)c(=O)[nH]c1=O
  A: 101 | B: 7 | C: 101 | D: 97 | E: 11 | F: -3 | G: x | H: 101 | I: -8 | J: 102 | K: 105
C[N+]1(CC2COC(c3ccco3)O2)CCCCC1 (configuration not stated)
  A: 99 | B: 10 | C: 96 | D: 99 | E: 17 | F: 0 | G: 15 | H: 98 | I: 7 | J: 97 | K: 102
CC(C)C(=O)Nc1ccc(S(=O)(=O)N2CC3CC(C2)c2cccc(=O)n2C3)cc1 (configuration not stated)
  A: 103 | B: 25 | C: 100 | D: 106 | E: 4 | F: 1 | G: -13 | H: 102 | I: -4 | J: 100 | K: 102
S=P(Nn1cnnc1)(c1ccc(Br)cc1)c1ccc(Br)cc1
  A: 100 | B: 23 | C: 96 | D: 102 | E: 22 | F: 2 | G: 2 | H: 99 | I: 11 | J: 96 | K: 102
COc1ccccc1-n1c(-c2ccoc2)nc2ccccc2c1=O
  A: 100 | B: 22 | C: 98 | D: 99 | E: 14 | F: -4 | G: -5 | H: 98 | I: 3 | J: 107 | K: 107
O=CC(Cl)P(=O)(N1CCCCC1)N1CCCCC1 (configuration not stated)
  A: 97 | B: 42 | C: 92 | D: 98 | E: 7 | F: -3 | G: -4 | H: 94 | I: -15 | J: 96 | K: 94
CCOCCCNC(=O)CN1C2CCC1CC(O)(c1ccc(OC)cc1)C2 (configuration not stated)
  A: 103 | B: 5 | C: 101 | D: 104 | E: 4 | F: -6 | G: -11 | H: 102 | I: 6 | J: 103 | K: 105

Look-ups from the results shown:
`C[N+]1(CC2COC(c3ccco3)O2)CCCCC1` (configuration not stated) @ Bim-Mcl-1: 0
`CC(C)C(=O)Nc1ccc(S(=O)(=O)N2CC3CC(C2)c2cccc(=O)n2C3)cc1` (configuration not stated) @ Mcl1 Noxa PPI: 4

An excerpt; rates above refer to the full screens.
